GPR151 activ: activates the human receptor GPR151; Q8TDV0; PathHunter beta-arrestin GPR151 cells, luminescence; activation, % at 11.2 µM; 650,000 compounds, 1% hits; AID 1508602; in the data active = activation above about 4.9%;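 also: 0% = median of compound wells and 100% = cells with positive control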
Target sequence (Q8TDV0 whole entry, looked up): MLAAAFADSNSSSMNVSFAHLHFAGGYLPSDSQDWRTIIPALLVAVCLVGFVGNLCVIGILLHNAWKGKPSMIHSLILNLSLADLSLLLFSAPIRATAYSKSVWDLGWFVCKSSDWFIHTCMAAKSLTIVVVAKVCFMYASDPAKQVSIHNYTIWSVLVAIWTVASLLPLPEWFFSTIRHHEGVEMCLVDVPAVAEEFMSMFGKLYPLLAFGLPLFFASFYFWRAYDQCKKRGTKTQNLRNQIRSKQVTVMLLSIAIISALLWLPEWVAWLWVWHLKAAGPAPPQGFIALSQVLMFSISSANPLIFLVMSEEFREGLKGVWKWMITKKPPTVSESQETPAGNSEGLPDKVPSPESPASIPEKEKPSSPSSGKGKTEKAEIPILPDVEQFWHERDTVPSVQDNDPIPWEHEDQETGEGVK
MITF primary: human MITF inhibition, primary screen; inhibition, % at 2.6 µM; 650,000 compounds, 0.91% hits; AlphaScreen MITF homodimerization, bead proximity signal; O75030; in the data active = inhibition above about 50%;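 also: 0% = vehicle wells with protein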
FBW7 act: activators of human E3 ligase FBW7. AlphaScreen FBW7–phospho-cyclin E peptide binding, activator screen. Q969H0. normalized activity (activation), % at 26.1 µM. 650,000 compounds, 0.13% hits; in the data active = normalized activity above about 1.9%;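 also: purified mutant Fbw7 with reduced substrate affinity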
Target sequence (Q969H0 whole entry, looked up): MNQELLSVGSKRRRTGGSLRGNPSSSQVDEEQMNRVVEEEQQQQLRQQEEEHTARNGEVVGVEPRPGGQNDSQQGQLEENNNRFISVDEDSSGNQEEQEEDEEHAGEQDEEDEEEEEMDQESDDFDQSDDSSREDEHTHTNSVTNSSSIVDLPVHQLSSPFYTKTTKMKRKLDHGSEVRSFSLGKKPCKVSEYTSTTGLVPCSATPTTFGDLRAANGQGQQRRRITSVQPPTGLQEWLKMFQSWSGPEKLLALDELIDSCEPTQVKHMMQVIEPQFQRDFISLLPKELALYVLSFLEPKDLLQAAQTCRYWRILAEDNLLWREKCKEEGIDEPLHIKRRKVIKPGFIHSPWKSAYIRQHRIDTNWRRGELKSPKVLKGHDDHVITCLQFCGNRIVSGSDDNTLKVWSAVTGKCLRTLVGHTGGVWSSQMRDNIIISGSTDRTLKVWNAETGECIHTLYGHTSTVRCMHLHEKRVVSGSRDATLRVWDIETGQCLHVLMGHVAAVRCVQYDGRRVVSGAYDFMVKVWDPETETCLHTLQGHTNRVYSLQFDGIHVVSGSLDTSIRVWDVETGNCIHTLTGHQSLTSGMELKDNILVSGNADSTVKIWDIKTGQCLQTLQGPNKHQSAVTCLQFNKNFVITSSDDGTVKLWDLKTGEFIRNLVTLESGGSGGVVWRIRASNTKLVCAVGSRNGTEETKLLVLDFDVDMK
TEAD-YAP block: TEAD-YAP interaction inhibition; inhibition, % at 9.12 µM; 640,000 compounds, 1.4% hits; HEK-TIYL cells, TEAD-Gal4/YAP UAS-luciferase luminescence; in the data active = inhibition above about 32%;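 also: 0% = median of test compound wells and 100% = reference inhibitor wells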
Starred values were filed as active, the others as inactive. Rows were taken by chance. Share with any hit: about 3.5%.

SMILES	GPR151 activ	MITF primary	FBW7 act	TEAD-YAP block
COc1ccc(N2CCn3c2nc2c3c(=O)n(Cc3ccccc3)c(=O)n2C)cc1	-1.6	-11	-0.1	-4
COc1ccc(N(C(=O)c2ccc(F)cc2)C2=CC3CCC(C2)N3C)cc1 (configuration not stated)	-1.8	-3	0.1	7
O=C(Nc1cccc(Cl)c1N1CCCC1)c1ccc(N2CCOCC2)c([N+](=O)[O-])c1	1.6	1	-0.5	-16
O=C(CS(=O)(=O)c1cccc2nsnc12)Nc1ccc(Cl)cn1	0.2	5	-0.2	5
Cc1ccc(S(=O)(=O)Nc2ccccn2)c(C)c1	0.3	-9	-0.2	2
Clc1cccc(OCCSc2nc3ccccc3s2)c1	-1.6	9	0.4	-12
COc1cc(NC2=Nc3cccc4cccc2c34)cc(OC)c1OC	0.9	17	-0.1	0
COc1ccc(-c2noc(NCCc3ccsc3)n2)cc1OC	-2.1	12	0.5	-25
CCn1c(SCC(=O)Nc2nnc(C)s2)nnc1-c1cccnc1	0.0	5	0.3	8
O=S(=O)(c1ccccc1Cl)N1CCOC(c2ccccc2)C1 (configuration not stated)	2.1	-25	0.0	-9
COC(=O)c1ccc2c(c1)N(Cc1ccccc1)C(=O)C(F)(F)O2	-1.2	0	-0.1	8
COc1ccc(C(=O)Nc2cc(C(=O)N3CCOCC3)ccc2N2CC3CC(C2)c2cccc(=O)n2C3)cc1 (configuration not stated)	0.0	-1	0.0	-56
O=C(CCCc1cccs1)NCC1Cc2cc(-c3cnccn3)ccc2O1 (configuration not stated)	1.7	-27	0.1	-1
CSc1cccc(NC(=O)N[C@H]2C[C@H]3C(=O)N4CCC[C@@H]4C(=O)N3C2)c1	0.9	7	-0.1	-3
CCOC(=O)c1c(NC(=O)c2ccc3c(c2)OCO3)sc2c1CCN(C(C)C)C2	1.7	4	0.1	5
Cn1cc(C2CC(=O)N(c3cccc(O)c3)C2=O)c2ccccc21 (configuration not stated)	-1.4	34	0.1	2
CC(O)(CCn1cccn1)c1ccc2c(c1)CN(C(=O)Cc1cscn1)CCO2 (configuration not stated)	-1.0	12	0.0	4
COc1ccc(NC(=O)/C(=C/c2ccc([N+](=O)[O-])cc2)NC(=O)c2ccc(C(C)(C)C)cc2)cc1Cl	-0.4	-5	0.1	2
Cn1nnnc1SCC(=O)c1ccco1	-1.1	-4	-0.3	9
CCOC(=O)N1CCN(C(=S)Nc2ccc(CC(=O)OC)cc2)CC1	-0.1	-8	0.0	7
CCOC(=O)c1c(NC(=O)c2ccc([N+](=O)[O-])s2)sc2c1CCCC2	-0.5	5	0.1	-21
CCOc1ccc(C2c3[nH]c4ccccc4c3CCN2C(=O)c2cccc(Br)c2)cc1 (configuration not stated)	0.4	12	-0.1	3
O=C1CC(n2nc(Cc3ccccc3)n(-c3ccccc3)c2=S)C2COC1O2 (configuration not stated)	0.7	2	0.0	-3
Cc1ccc(OCCNCCC(=O)O)cc1	-2.2	57*	0.5	-8
COC(=O)C(CC(=O)c1ccc(Br)cc1)n1ccnc1 (configuration not stated)	0.2	11	-0.2	15
Cc1nc(NCc2cnn(C)c2)sc1-c1ccn(-c2ccc3c(c2)OCO3)n1	0.3	0	0.0	8
O=C(c1cc2ccccc2oc1=O)N1CCN(C(=O)c2cc3ccccc3oc2=O)CC1	1.3	29	0.2	-3
O=C(CCC1CCCN(C(=O)C2=CCCC2)C1)N1CCN(c2ccccn2)CC1 (configuration not stated)	3.3	4	0.1	12
O=C(Nc1ccccc1C(=O)Nc1ccc(Br)cc1)c1ccccc1	-0.6	-7	0.1	1
CCOC(=O)COc1c(Cl)cc(/C=C2/NC(=O)N(c3ccccc3)C2=O)cc1OC	-1.2	-21	0.2	6
CC1CCCC(C)N1C(=O)Cn1cnc2cc([N+](=O)[O-])ccc2c1=O (configuration not stated)	-0.9	-9	-0.1	-11
COc1cccc2cc(-c3nc4ccccc4[nH]3)c(=Nc3cccc(C#N)c3)oc12	0.5	-4	-0.1	-39
Cc1ccc(N2C(=O)N(CC(=O)Nc3ccccc3OC(F)F)C(=O)C2C)cc1 (configuration not stated)	0.8	13	0.2	-8
O=C1CCCC2=C1C(c1cccc(Br)c1)C1=C(CCCC1=O)N2	1.5	1	0.3	-2
COc1ccc(CN/C=C/C(=O)c2ccc(F)cc2)cc1	1.2	15	-0.1	-41
Cc1ccc(-n2nc3c(c2NC(=O)c2ccc(Cl)cc2Cl)CSC3)c(C)c1	-0.7	13	1.1	-5
O=c1/c(=C/C=C/c2ccccc2)sc2nc3ccccc3n12	1.9	8	0.3	-6
CC(C)C(Nc1ccc(C(F)(F)F)cc1Cl)C(=O)NCCO (configuration not stated)	1.8	11	0.0	-1
COc1cccc(OC)c1OCCN1CC(C)OC(C)C1 (configuration not stated)	0.6	40	-0.2	8
COc1ccc(Cl)cc1CC1(C)C(=O)Nc2ccccc21 (configuration not stated)	1.5	0	0.0	3

Full records, looked up by structure. Values in the order: GPR151 activ	MITF primary	FBW7 act	TEAD-YAP block
COc1ccc(CN/C=C/C(=O)c2ccc(F)cc2)cc1 is listed as 1.2	15	-0.1	-41
CC(C)C(Nc1ccc(C(F)(F)F)cc1Cl)C(=O)NCCO (configuration not stated) is listed as 1.8	11	0.0	-1

(cont.)
SMILES	GPR151 activ	MITF primary	FBW7 act	TEAD-YAP block
Cc1cccc(NS(=O)(=O)c2cccc3nsnc23)c1C	-0.3	12	-0.1	-2
CCC(=O)Nc1ccc(N2CCN(C(=O)C(C)C)CC2)c(Cl)c1	-0.8	-1	-0.1	-1
CC1Oc2ccccc2OC1(O)c1ccc2ccccc2n1 (configuration not stated)	-0.1	-7	-0.1	-2
CC(=O)Nc1ccc(Nc2nc(N3CCN(Cc4ccc5c(c4)OCO5)CC3)nc3c2ncn3Cc2ccc(C(F)(F)F)cc2)cc1	-1.5	8	-0.1	10
CC(=O)NC1CCN(C(=O)Nc2cccc(F)c2)CC1	-0.9	13	0.3	8
COc1ccc(CC(=O)OCC(=O)NC(=O)NC2CCCC2)cc1	-0.2	6	0.0	-9
O=[N+]([O-])c1cccc(Nc2ncnc3ccc(I)cc23)c1	-0.8	11	-0.1	-2
CCOC(=O)c1c(NC(=O)c2cc(-c3ccc(OC)cc3)on2)sc(C(C)=O)c1C	-0.7	-7	-0.3	-6
CCc1cc(CC)c(/C=N/O)c(CC)c1/C=N/O	0.7	9	0.0	-9
O=C(c1ccc2c(=O)n(C3CCCC3)c(=S)[nH]c2c1)N1CC=C(c2ccccc2)CC1	0.0	-17	-0.1	-8
COc1ccc(O)c(/C=N/NC(=O)Cn2nnc3ccccc32)c1	3.6	38	-0.1	12
CN(C)CCN(Cc1cccs1)C(=O)Cn1nc(-c2ccc(Cl)cc2)ccc1=O	-0.1	13	0.2	6
COc1ccc(C(c2c(C)[nH][nH]c2=O)c2c(C)[nH][nH]c2=O)cc1OC	-0.8	6	-0.4	-1
CCC(C)(C)NC(=O)c1ccc(N(C)C)cc1	-2.0	-12	-0.1	-25
Cc1ccccc1C(=O)Nc1ccc2nc(SCC(=O)N3CCOCC3)sc2c1	-0.3	7	0.1	1
CC1CCc2nc(NC(=O)Nc3ccc4c(c3)OCO4)sc2C1 (configuration not stated)	0.3	3	0.1	-43
CCOc1ccc(/C=C(\C#N)c2nc(-c3cc4c(ccc5ccccc54)oc3=O)cs2)cc1	0.8	3	0.5	7
O=C(O)c1cc(-c2ccco2)nc2c1cnn2Cc1ccc(Cl)cc1	-0.6	0	-0.1	5
Cc1ccc(NC(=O)/C(=C/c2ccc(N(C)C)cc2)NC(=O)c2ccccc2F)cc1Cl	0.8	3	0.1	5
Cc1ccc(N2C(=O)CSC2c2cccc(Cl)c2Cl)cc1 (configuration not stated)	-0.9	8	-0.1	-2
COC(=O)c1ccc(C(=O)OC)c(NC(=O)C(Cl)(Cl)Cl)c1	-1.0	-9	-0.2	-6
CCC(=O)C(=O)c1ccccc1NC(=O)c1ccc(OC)cc1	-4.9	13	-0.1	16
O=C(Nc1nnc(-c2ccccc2Cl)o1)c1cc2ccccc2oc1=O	0.5	2	0.0	-1
O=C(COc1ccccc1)N1CCN=C1SCc1ccccc1F	0.8	-2	0.1	1
CC(C)CCC1(C)NC(=S)N(c2ccc(Cl)cc2)N1 (configuration not stated)	1.5	16	0.1	-3
O=C(Nc1cccnc1)Nc1ccc(F)c(Cl)c1	1.7	9	0.0	-1
CC(C(=O)N1CCCC1)N1CCN(Cc2ccc3c(c2)OCO3)CC1 (configuration not stated)	1.1	33	0.1	-7
Cc1ccc(C2C3=C(CC(c4ccccc4Cl)CC3=O)Nc3ccccc3N2C(=O)C(F)(F)F)cc1 (configuration not stated)	3.5	12	0.0	13
COc1ccc(-c2ccc(-c3nnc(-c4ccncc4)o3)cc2)cc1	1.2	-13	-0.1	-5
O=C(Nc1cccc2ccccc12)c1ccc(NC(=O)c2ccc([N+](=O)[O-])o2)cc1	4.0	16	0.2	-4
CC(=O)N1CCc2cc(Br)cc(S(=O)(=O)N3CCCCC3CCO)c21 (configuration not stated)	-1.4	22	0.1	3
O=C(NC1CCCC1)C(c1ccncc1)N(C(=O)NCc1cccs1)c1ccncc1 (configuration not stated)	10*	-11	0.0	-12
FC(F)(F)c1cccc(-c2cnc3ccc(NCc4ccncc4)nn23)c1	1.2	9	-0.1	-2
O=C(CC1SC(=Nc2ccccc2)N(c2ccccc2)C1=O)Nc1ccc([N+](=O)[O-])cc1 (configuration not stated)	-1.0	6	0.1	9
Cc1ccc(N2C(=O)C(F)(F)C2c2ccccc2)cc1 (configuration not stated)	2.7	6	0.0	-1
COc1ccc(C(=O)NNC(=O)C23CC4CC(CC(C4)C2)C3)c(OC)c1	0.3	7	-0.2	-15
CC(=O)c1ccc(-c2ccc(/C=C(\C#N)S(=O)(=O)c3ccccc3)o2)cc1	-1.1	4	0.3	6
CCNS(=O)(=O)c1ccc(NC(=S)Nc2ccc(S(N)(=O)=O)cc2)cc1	0.9	23	-0.1	11
O=c1c2ccccc2[nH]c(=S)n1Cc1cccc(Cl)c1	3.1	0	0.1	-9
CCOC(=O)CN1C(=O)CN(c2ccc(C)c(C)c2)C1=O	0.8	1	0.1	1
O=C(NCCc1ccc(F)cc1)C(=O)Nc1ccccc1F	-0.1	-17	0.3	-22
CC1=C(C(=O)OCC(C)C)C(c2cccc(O)c2)C2=C(CC(c3ccccc3)CC2=O)N1 (configuration not stated)	-0.3	-5	0.3	16
O=C1c2ccccc2C(=O)N1CCSc1nc2sc3c(c2c(=O)n1-c1ccccc1)CCCC3	-0.9	-1	0.0	0
Cc1nc2c(-c3ccc(F)cc3)c(C)nn2c(C)c1CCC(=O)NCCN1CCOCC1	0.1	21	0.6	6
CSc1nc2c(c(=O)[nH]1)C(c1ccccc1[N+](=O)[O-])C1=C(CCCC1=O)N2 (configuration not stated)	-0.4	4	-0.2	-3
COc1cc(OC)cc(N2C(=O)CC(N3CCCC4CCCCC43)C2=O)c1 (configuration not stated)	0.2	3	-0.2	-1
COc1cccc2sc(Nc3nc4ccccc4s3)nc12	-0.4	12	0.3	-21
Cn1nnnc1SCC(=O)NN1C(=O)NC(C)(c2ccccc2)C1=O (configuration not stated)	0.4	-2	0.0	4
O=C(Nc1cccc2ccccc12)c1ccccc1	-0.7	3	0.0	-1
O=C1S/C(=C/c2ccc(O)cc2)C(=O)N1Cc1cccc([N+](=O)[O-])c1	0.6	-1	-0.2	2

Later entries.
SMILES	GPR151 activ	MITF primary	FBW7 act	TEAD-YAP block
CC(C)(C)N1C(=O)c2ccc(S(=O)(=O)c3ccc(C(=O)O)cc3)cc2C1=O	-1.0	-4	0.4	-2
CSc1cccc(N2C(=O)c3ccccc3C2(O)c2ncc[nH]2)c1 (configuration not stated)	-1.2	-6	-1.0	-1
CCOC(=O)c1c(NC(=O)c2cccs2)sc(C(=O)Nc2cccc(Cl)c2C)c1C	1.1	-3	0.1	1
O=C1c2ccccc2NC(c2ccncc2)N1c1ccccc1Cl (configuration not stated)	-0.4	12	0.1	4
c1ccc(CN2CCN(c3ncnc4c3c(-c3ccccc3)cn4-c3ccccc3)CC2)cc1	0.4	9	0.1	-7
CCOc1cc(/C=C2/C(=N)N3N=C(CC(C)C)SC3=NC2=O)cc(Cl)c1OCCOc1ccccc1C	0.0	-10	-0.1	-12
COc1ccccc1Nc1nc(N2CCOCC2)c2ccccc2n1	-1.9	-14	0.1	10
COc1ccc(NC(=S)N(Cc2cccs2)C2CCCC2)cc1	-2.1	-8	0.2	-5

Among those listed so far, eleven have two or more sulfur atoms:
SMILES	GPR151 activ	MITF primary	FBW7 act	TEAD-YAP block
O=C(CS(=O)(=O)c1cccc2nsnc12)Nc1ccc(Cl)cn1	0.2	5	-0.2	5
Clc1cccc(OCCSc2nc3ccccc3s2)c1	-1.6	9	0.4	-12
CCn1c(SCC(=O)Nc2nnc(C)s2)nnc1-c1cccnc1	0.0	5	0.3	8
CCOC(=O)c1c(NC(=O)c2ccc([N+](=O)[O-])s2)sc2c1CCCC2	-0.5	5	0.1	-21
Cc1cccc(NS(=O)(=O)c2cccc3nsnc23)c1C	-0.3	12	-0.1	-2
Cc1ccccc1C(=O)Nc1ccc2nc(SCC(=O)N3CCOCC3)sc2c1	-0.3	7	0.1	1
CCNS(=O)(=O)c1ccc(NC(=S)Nc2ccc(S(N)(=O)=O)cc2)cc1	0.9	23	-0.1	11
O=C1c2ccccc2C(=O)N1CCSc1nc2sc3c(c2c(=O)n1-c1ccccc1)CCCC3	-0.9	-1	0.0	0
COc1cccc2sc(Nc3nc4ccccc4s3)nc12	-0.4	12	0.3	-21
CCOC(=O)c1c(NC(=O)c2cccs2)sc(C(=O)Nc2cccc(Cl)c2C)c1C	1.1	-3	0.1	1
COc1ccc(NC(=S)N(Cc2cccs2)C2CCCC2)cc1	-2.1	-8	0.2	-5

Source: PubChem BioAssay
